Yeast superoxide: caloric restriction mimetics inhibiting age-related superoxide in yeast | AID 2690 | superoxide response (% of plate mean), % at 10 µM | S. cerevisiae aged cells, superoxide DHE fluorescence; hits give low values | 330,000 tested, 0.18% active;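 active = superoxide response under a set limit, about three screen SD below normal, cut at about 65% in these data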;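 note: yeast aged for seven days with compound at 30 °C before DHE staining; 100% = average MFI of all compound-treated wells on the plate with controls excluded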
LAP4-GFP MLPCN: modulators of TOR pathway LAP4-GFP in S. cerevisiae. 320,000 tested, 0.34% active. GFP response vs DMSO, % at 10 µM. S. cerevisiae LAP4-GFP multiplex, flow cytometry GFP, 3 h; median GFP as percent of DMSO wells;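 active = GFP response vs DMSO above a set limit, about the screen mean plus 3 SD, cut at about 150% in these data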
AHR act: activates the human aryl hydrocarbon receptor; 320,000 tested, 2.5% active; AHR-responsive luciferase reporter cells, luminescence; activation, % at 5 µM; in the data active = activation above about 47%;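 note: 0% = vehicle wells and 100% = reference agonist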
Target sequence (P35869 whole entry, looked up): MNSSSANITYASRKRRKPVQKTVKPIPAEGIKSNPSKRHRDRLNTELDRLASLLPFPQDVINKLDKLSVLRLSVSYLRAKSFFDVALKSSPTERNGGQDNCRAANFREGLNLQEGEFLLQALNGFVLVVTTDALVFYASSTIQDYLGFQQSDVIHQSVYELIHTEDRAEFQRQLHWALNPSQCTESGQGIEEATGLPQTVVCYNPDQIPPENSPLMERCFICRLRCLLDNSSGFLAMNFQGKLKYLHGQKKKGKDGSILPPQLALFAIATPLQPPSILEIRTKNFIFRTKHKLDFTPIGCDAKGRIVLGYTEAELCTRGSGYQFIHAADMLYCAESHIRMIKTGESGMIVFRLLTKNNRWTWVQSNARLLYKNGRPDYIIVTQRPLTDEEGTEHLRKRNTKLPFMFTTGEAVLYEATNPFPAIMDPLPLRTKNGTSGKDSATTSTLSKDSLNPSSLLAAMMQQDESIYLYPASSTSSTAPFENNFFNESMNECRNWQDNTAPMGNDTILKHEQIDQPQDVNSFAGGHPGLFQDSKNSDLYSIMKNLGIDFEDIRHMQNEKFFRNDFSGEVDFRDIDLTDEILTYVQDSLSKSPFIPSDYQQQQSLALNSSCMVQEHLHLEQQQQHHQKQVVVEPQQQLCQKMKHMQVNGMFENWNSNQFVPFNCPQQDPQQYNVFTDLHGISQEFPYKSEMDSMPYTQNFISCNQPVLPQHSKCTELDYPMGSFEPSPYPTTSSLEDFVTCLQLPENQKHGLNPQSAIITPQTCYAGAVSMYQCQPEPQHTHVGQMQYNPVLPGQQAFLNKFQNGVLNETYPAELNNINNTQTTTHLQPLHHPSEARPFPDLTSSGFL
CIT2 TOR yeast: modulators of TOR pathway CIT2-GFP in S. cerevisiae; 320,000 tested, 0.065% active; GFP response vs DMSO, % at 10 µM; S. cerevisiae CIT2-GFP strain, flow cytometry, 3 h; 100 means same as DMSO wells;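 active = GFP response relative to DMSO above a set limit, near the screen mean plus 3 SD, cut at about 150% in these data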;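 note: ratio of well median GFP fluorescence to mean of DMSO wells on the plate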
AGP1 TOR yeast: yeast TOR pathway AGP1-GFP modulation; S. cerevisiae AGP1-GFP multiplex flow cytometry, 3 h; GFP as percent of DMSO wells; GFP response vs DMSO, % at 10 µM; 320,000 tested, 0.02% active;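 active = GFP response relative to DMSO above a set limit, near screen average plus 3 SD, cut at about 150% in these data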;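 note: median GFP channel fluorescence of the gated AGP1 strain per well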
RPL19A-GFP yeast: modulators of TOR pathway RPL19A-GFP in S. cerevisiae | S. cerevisiae RPL19A-GFP strain, flow cytometry, 3 h; hits give low values | 330,000 tested, 0.3% active | AID 2025 | percent response vs DMSO, % at 10 µM;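 active = percent response vs DMSO below 50%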;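 note: median channel GFP fluorescence of the barcoded RPL19A-GFP strain; ratio of sample median GFP to plate DMSO average so 100% = DMSO; lower means less RPL19A-GFP as with rapamycin TOR inhibition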
MEP2 TOR yeast: alters MEP2-GFP fluorescence in TOR pathway yeast screen. S. cerevisiae MEP2-GFP strain, flow cytometry GFP, 3 h; 100% = DMSO control level. GFP response vs DMSO, % at 10 µM. 330,000 tested, 0.51% active. AID 2016;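 active = GFP response versus DMSO above a set limit, roughly screen mean plus 3 SD, cut at about 180% in these data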;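 note: median GFP fluorescence of the barcode-gated MEP2-GFP cells per well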
Efflux pump mplx: blocks antifungal efflux pumps in multiplex yeast assay; S. cerevisiae Candida pump triplex, Nile Red efflux; inhibition, % at 10 µM; 330,000 tested, 0.44% active; AID 485275;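 active = plate passing quality check with inhibition over a set limit, or well fluorescence over plate mean plus 4 SD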;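 note: Nile Red retained in pooled yeast measured as flow cytometry median fluorescence; 0% = buffer negative control and 100% = Enniatin B positive control; higher means more Nile Red kept so more efflux inhibition; some compounds called inactive have numbers as strong as hits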
* hit, by the source's call; . = no result given.

Every second line gives: Yeast superoxide	LAP4-GFP MLPCN	AHR act	CIT2 TOR yeast	AGP1 TOR yeast	RPL19A-GFP yeast	MEP2 TOR yeast	Efflux pump mplx
> CC1CC(C)CN(CCCCOc2ccc([N+](=O)[O-])cc2)C1 (stereo not drawn)
  107	109	-1	91	99	90	88	-0.1
> CCc1cc(C(=O)NCC(C)(C)N2CCOCC2)sc1C
  101	109	5	96	107	98	100	0.0
> O=C(CCn1c(=O)oc2ccccc21)N1CCCCCC1
  106	100	4	102	102	99	108	0.0
> Cc1ccccc1NC(=S)NC(C)C(c1ccccc1)N1CCN(C)CC1 (stereo not drawn)
  117	107	-2	109	114	94	111	0.2
> CS(=O)(=O)N(CC(=O)NCc1ccccc1)c1ccc(Cl)cc1
  96	100	2	99	100	99	101	0.1
> COC(=O)c1cc(S(=O)(=O)N2CCN(c3ccccc3F)CC2)c[nH]1
  94	84	0	89	86	90	84	0.3
> Cc1cc(C)n2nc(SCc3ccc(F)cc3Cl)nc2n1
  110	115	1	93	91	104	114	-0.1
> O=C(Nc1ccccc1F)c1ccc2nc(N3C(=O)CCC3=O)sc2c1
  103	84	8	101	99	96	95	0.1
> COC(=O)[C@H](Cc1ccccc1)NC(=O)N1CC(C)OC(C)C1 (stereo partly drawn)
  113	100	7	96	100	98	107	0.0
> COc1ccc(C2(c3ccc(OC)cc3)NC(=O)N(CC(=O)Nc3ccccc3C(F)(F)F)C2=O)cc1
  90	94	-8	92	97	103	102	-0.3
> O=C(COC(=O)c1nn(CCO)c(=O)c2ccccc12)Nc1ccc(Cl)c(Cl)c1
  83	93	11	89	95	94	91	-0.1
> CCOC(=O)Cc1ccc(NC(=O)c2cccc([N+](=O)[O-])c2)cc1
  72	95	-4	110	103	110	105	0.0
> CCc1cc2cc(C)ccc2nc1SCC(=O)N1CC(=O)Nc2ccccc21
  113	97	3	94	97	101	97	0.0
> COCCN(C(=O)COC(=O)c1cc2c(s1)CCC2)c1c(N)n(Cc2ccccc2)c(=O)[nH]c1=O
  102	103	0	88	100	97	104	0.3
> Cc1ccc(NC(=O)c2ccc(OCc3c(C)noc3C)cc2)cc1C
  100	101	-3	93	97	100	98	-0.2
> O=C(COC(=O)c1ccc(O)cc1)NC(=O)NCc1ccccc1
  89	101	8	101	101	101	103	-0.1
> COc1ccc(N2CCN(C(=O)C(CCSC)N=C3NS(=O)(=O)c4ccccc43)CC2)cc1 (stereo not drawn)
  98	101	0	95	101	99	93	-0.1
> NS(=O)(=O)c1ccc(N=Nc2c(-c3ccccc3)[nH]n(-c3nc(-c4ccccc4)cs3)c2=O)cc1
  103	105	-3	91	96	98	101	-0.2
> Cc1cc(C)cc(N(C(=O)c2csnn2)C(C(=O)NC(C)(C)C)c2ccncc2)c1 (stereo not drawn)
  106	86	2	93	93	97	96	-0.1
> CCOC(=O)N1CCN(C(=O)CSc2nnc(CNC(=O)c3ccccc3F)o2)CC1
  103	.	-1	101	94	95	101	-0.1
> C[N+]1(CC(=O)OCCCC2CCCCC2)CCCC1
  102	101	1	108	110	103	111	-0.1
> O=[N+]([O-])c1cccc(-c2ccc(/C=N/NC(=S)NCc3ccco3)o2)c1
  113	111	1	98	104	97	98	0.0
> CCOc1ccc(S(=O)(=O)N(C)c2ccc(OCC(=O)NCC3CCCCC3)cc2)cc1
  87	84	5	80	88	88	84	0.1
> Cc1cc(C)c(C#N)c(N2CCN(CCOc3ccc(Cl)cc3)CC2)n1
  86	91	-2	101	93	97	98	0.0
> CNC(=S)N/N=C/c1cc(C)ccc1C
  86	110	5	80	75	85	60	0.1
> CCC(=O)NC(=S)Nc1cccc(NC(=O)c2ccccc2)c1
  91	99	3	96	95	95	97	0.4
> O=C1NC(c2ccncc2)Nc2sc3c(c21)CCCC3 (stereo not drawn)
  108	103	8	98	97	98	101	-0.1
> S=C(NCCCN1CCOCC1)Nc1ccc(Nc2ccccc2)cc1
  105	86	-1	.	86	88	98	-0.1
> O=C1c2ccccc2NC(c2ccc3c(c2)OCCO3)N1c1ccc2c(c1)OCCO2 (stereo not drawn)
  94	97	2	105	106	102	102	0.2
> Cc1cc(C(=O)COc2ccc3ccc(=O)oc3c2)c(C)n1C
  97	105	-2	84	97	93	91	0.0
> O=C(NCCc1ccccn1)/C(=C/c1ccco1)NC(=O)c1ccccc1
  102	96	0	83	50	96	120	-0.1
> COc1ccc(C/C(C)=N/NC(=O)C2COc3ccccc3O2)cc1 (stereo not drawn)
  100	89	2	110	106	105	110	-0.7
> COC(=O)COc1ccc2cccc(-n3cnnn3)c2c1
  109	108	0	99	105	96	105	-0.1
> CCOC(=O)N1CCC(NC(=O)CS(=O)(=O)Cc2nc(-c3ccccc3Cl)oc2C)CC1
  82	111	0	100	104	103	102	0.1
> Cc1cc(/C=C(/C#N)c2nc3ccccc3[nH]2)c(C)n1-c1ccccc1C(=O)O
  95	104	2	122	120	108	113	0.0
> COc1ccc(CCC(=O)Nc2cccc(S(=O)(=O)N3CCCC3)c2)cc1OC
  90	108	1	95	106	98	104	0.1
> CC(=O)NCc1cc(-c2ccc(Cl)cc2)no1
  106	97	4	99	101	98	97	0.0
> COc1ccc(OC)c(NC(=O)c2cc3ccccc3o2)c1
  110	112	61*	103	101	101	112	0.0
> Cc1ccc(OCC(=O)N(Cc2ccco2)C2CCS(=O)(=O)C2)cc1C (stereo not drawn)
  112	101	0	96	100	95	99	0.2
> Cc1nn2c(NCCN(C)C)c3c(nc2c1-c1ccccc1)CCC3
  112	107	3	100	103	99	96	0.0
> O=C(Cn1cnc2c(OCc3ccccc3)ncnc21)NCc1ccccc1
  107	82	0	89	86	90	85	0.1
> Cc1cc(C)c(NC(=O)CNC(=O)COC(=O)Cc2ccccc2C)c(C)c1
  94	112	0	94	102	103	111	0.0
> CCCCSc1nc2c(c(C(F)(F)F)c1C#N)CCC2
  96	105	1	95	99	95	100	0.1
> O=c1[nH]c(CSc2nnc(Nc3ccccc3)s2)nc2ccccc12
  97	107	16	106	104	100	101	0.0
> C=CCn1c(CCNC(=O)c2ccccc2F)nnc1SCC(=O)Nc1nc2ccccc2s1
  73	98	5	113	106	101	105	-0.1
> COc1ccccc1NC(=O)CSc1nc(O)c(Cc2ccccc2)c(=O)[nH]1
  88	92	1	98	102	99	94	-0.1
> CNC(=O)/C(C#N)=C/c1c(N2CCN(c3cccc(Cl)c3)CC2)nc2c(C)cccn2c1=O
  110	.	21	81	85	82	92	0.1
> Cc1cc(C)c(S(=O)(=O)Nc2c(C)[nH]c(=O)[nH]c2=O)c(C)c1
  74	103	0	105	98	95	106	-0.1
> COc1ccc(-c2noc(=O)n2Cc2ccc(C#N)cc2)cc1
  109	97	.	110	96	104	112	0.0
> O=C(CCn1nc(-c2ccc(Cl)cc2)c2ccccc2c1=O)NN1CCOCC1
  110	105	-1	103	106	101	101	0.0
> CN(C)C(=O)/C(=C/c1cn(-c2ccccc2)nc1-c1cccc([N+](=O)[O-])c1)NC(=O)c1ccccc1
  104	95	8	92	94	96	90	-0.1
> Nc1ccc2nc(CCCCc3nc4ccccc4[nH]3)[nH]c2c1
  95	91	.	94	105	99	98	0.1
> Cn1c(CSc2nc3ccccc3s2)nnc1SCC(=O)NCc1ccccn1
  115	92	9	84	98	100	96	0.2
> C/C(=N\NC(=O)c1c(Br)c(C)nn1C)c1cccc(NC(=O)c2ccccc2F)c1
  86	116	-10	119	104	111	122	-0.3
> COC(=O)c1cc(NC(=O)c2cc(-c3ccccc3Cl)oc2C(F)(F)F)ccc1N1CCOCC1
  112	111	3	96	105	97	97	-0.1
> O=C(OCc1c(F)cccc1Cl)c1cnc(Cl)c(Cl)c1
  96	92	-2	86	95	99	106	-0.3
> Cc1sc2c(=O)n3c(nc2c1C(=O)NC1CCCCC1)CCCCC3
  98	118	-1	124	114	111	112	0.3
> Cc1ccc(S(=O)(=O)N(C)c2ccc(OCC(=O)NCc3ccco3)cc2)cc1
  102	91	2	101	101	95	95	0.1
> O=C(NNC1CC(=O)N(c2ccc(Br)cc2)C1=O)c1cccs1 (stereo not drawn)
  93	101	6	94	104	97	96	-0.1
> COc1ccc2[nH]c3nc(SCC(=O)Nc4cccc(NC(C)=O)c4)nnc3c2c1
  97	63	4	70	127	85	82	0.3

(next part)
Every second line gives: Yeast superoxide	LAP4-GFP MLPCN	AHR act	CIT2 TOR yeast	AGP1 TOR yeast	RPL19A-GFP yeast	MEP2 TOR yeast	Efflux pump mplx
> COC(=O)c1sc(S(=O)(=O)NCCCN(C)C)c(C(=O)OC)c1C
  98	98	0	96	97	95	103	-0.5
> CC(Sc1nnc(C2CC2)n1C1CC1)C(=O)Nc1cccc(S(=O)(=O)N(C)C)c1 (stereo not drawn)
  81	95	-1	87	95	92	95	0.2
> COc1ccccc1-c1coc2c(CN3CCCC(C)C3)c(O)ccc2c1=O (stereo not drawn)
  110	101	2	100	99	102	99	-0.2
> O=C(O)CN1C(=O)/C(=C\c2cccc(OCc3ccc(F)cc3)c2)SC1=S
  125	120	.	89	99	103	111	-0.2
> Cc1nc(COc2ccccc2Cl)sc1-c1ccnc(N)n1
  89	114	-3	78	90	97	100	0.1
> Cc1cc(Nc2ccc(C)c(Cl)c2)nc(N2CCOCC2)n1
  107	111	14	95	102	100	103	0.0
> O=[N+]([O-])c1ccc(NCCCN2CCOCC2)c([N+](=O)[O-])c1
  107	101	2	96	98	99	105	0.1
> COc1cc(Br)cc(/C=C/c2ccc3cccc(O)c3n2)c1OC
  74	98	43	109	104	105	113	0.0
> CCOC(=O)c1sc(NC(=O)CSC(=S)N2CCN(C)CC2)nc1C
  104	.	-2	.	.	98	98	0.1
> CCCC(C)NC(=O)c1ccc(C2SCC(=O)N2Cc2ccco2)cc1 (stereo not drawn)
  111	91	-1	105	96	88	96	-0.1
> CCOC(=O)c1sc(NC(=O)c2ccc(Br)o2)cc1C
  106	112	-2	102	95	100	111	-0.2
> COC(=O)CC1=C(C(=O)OC)C(c2ccc3c(c2Cl)OCO3)C(C#N)=C(N)O1 (stereo not drawn)
  110	99	-2	98	101	100	103	0.2
> CCCCNC(=O)CNC(=O)c1nn(-c2ccc(OC)c(Cl)c2)c(=O)c2ccccc12
  104	90	1	105	98	96	91	0.1
> CCCCOc1ccc(N2C(=O)CC(N(CCc3ccccc3)C(=O)/C=C/C(=O)O)C2=O)cc1 (stereo not drawn)
  107	98	1	103	101	94	96	0.0
> CCc1c(C)c2c(C)nn(-c3ccccc3)c2oc1=O
  98	92	46	91	93	91	96	0.0
> COc1cccc(NC(=O)CN(C)S(=O)(=O)c2ccc3c(c2)n(C)c(=O)c(=O)n3C)c1
  71	103	-1	105	104	100	110	0.0
> Cc1ccccc1C(=O)N(CC(=O)Nc1sc(C)c(C)c1C(N)=O)C1CCCC1
  92	97	3	104	101	98	109	0.0
> NC(=O)C1(N2CCCCC2)CCN(CC(=O)Nc2ccccc2Sc2ccccc2)CC1
  91	87	0	95	99	94	91	0.0
> COC(=O)Nc1ccc(S(=O)(=O)N2CCC(C(=O)N3CCCCC3C)CC2)cc1 (stereo not drawn)
  88	100	0	97	99	101	104	0.0
> CC(C)CCn1nnnc1CN1CCN(c2ccccc2)CC1
  98	93	2	96	100	101	98	0.0
> CCn1c(SC)nnc1-c1c[nH]c2ccccc12
  88	111	24	100	105	103	102	0.0

Quoted from above, two compounds:
Every second line gives: Yeast superoxide	LAP4-GFP MLPCN	AHR act	CIT2 TOR yeast	AGP1 TOR yeast	RPL19A-GFP yeast	MEP2 TOR yeast	Efflux pump mplx
> CC(C)CCn1nnnc1CN1CCN(c2ccccc2)CC1
  98	93	2	96	100	101	98	0.0
> CCn1c(SC)nnc1-c1c[nH]c2ccccc12
  88	111	24	100	105	103	102	0.0
